# Screening data (PubChem)
# eIF4E-4G inh: eIF4E–eIF4G protein interaction inhibitors, primary screen, biochemical, uHTS, TR-FRET, eIF4GI fragment; AID 782, 2007; hit rate 0.37% among 220,000; Eukaryotic translation initiation factor 4E (Mus musculus) + Eukaryotic translation …; inhibition, % at 21.7 µM; TR-FRET eIF4E-eIF4GI(517-606) binding, 2 h;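 active = inhibition above about 30%, limit read from the data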;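 also: 0% = full FRET control wells and 100% = background wells lacking eIF4GI fragment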
# 14-3-3 Bad PPI: inhibitors of 14-3-3 zeta/Bad binding, primary screen, biochemical, TR-FRET, bovine 14-3-3 zeta; inhibition, % at 21.7 µM; AID 781, 2007; hit rate 0.71% among 220,000; TR-FRET 14-3-3zeta/Dy647-pBad peptide displacement, 1 h;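 active = inhibition above about 70%, limit read from the data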;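 also: 0% = full 14-3-3 plus peptide FRET controls and 100% = background without 14-3-3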
# MDM2 E3 inh: MDM2-luciferase reporter signal enhancers, primary screen, MDM2 E3 ligase inhibitor project, cell-based, luminescence, 1536-well; E3 ubiquitin-protein ligase Mdm2 (Homo sapiens), Q00987; cell-based MDM2 ubiquitination luciferase reporter, 2 h; 0 = plate control, 100 = twice control, blank-subtracted; signal enhancement, % at 5 µM; hit rate 0.11% among 210,000; AID 1230, 2008;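 active = signal enhancement of 30% or more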;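 also: luminescence tracks abundance of the self-degrading MDM2-luciferase fusion protein; higher signal means inhibition of MDM2 E3 ligase activity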
#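 System: stable MDM2–luciferase fusion reporter cells / Input: 2000 cells seeded into each well / Schedule: 4 h settle plus 2 h compound, 37 °C / Compound: single-point 5 µM / Buffer or medium: cells held in DMEM / Benchmarks: control and blank well means / Evaluation: percent signal gain over controls, blank-subtracted / Measured by: luciferase luminescence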
# p97 ATPase inh: inhibitors of human p97 ATPase, primary screen, biochemical | recombinant p97 ATPase, Kinase-Glo ATP luminescence, 3 h | inhibition, % at 8 µM | hit rate 0.42% among 220,000; in the data active = inhibition above about 15%;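 also: 0% = DMSO vehicle and 100% = wells lacking enzyme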
# Wee1 degr inh: Wee1 degradation inhibitors, primary screen, cell-based, HeLa, Wee1K328M-luciferase, luminescence; Wee1-like protein kinase (Homo sapiens), P30291; HeLa Luc-Wee1K328M stability; 100% = proteasome inhibitor MG132 effect; reporter increase, % at 5 µM; hit rate 1.2% among 220,000;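 active = activation above the mean of all tested compounds plus 3 SD, set per screening run, cut at about 8.8% in these data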;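 also: cells exposed to compound for 20 h before luminescence read; 0% = DMSO alone and 100% = MG132 at 30 µM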
# Target sequence (P30291 whole entry K328M): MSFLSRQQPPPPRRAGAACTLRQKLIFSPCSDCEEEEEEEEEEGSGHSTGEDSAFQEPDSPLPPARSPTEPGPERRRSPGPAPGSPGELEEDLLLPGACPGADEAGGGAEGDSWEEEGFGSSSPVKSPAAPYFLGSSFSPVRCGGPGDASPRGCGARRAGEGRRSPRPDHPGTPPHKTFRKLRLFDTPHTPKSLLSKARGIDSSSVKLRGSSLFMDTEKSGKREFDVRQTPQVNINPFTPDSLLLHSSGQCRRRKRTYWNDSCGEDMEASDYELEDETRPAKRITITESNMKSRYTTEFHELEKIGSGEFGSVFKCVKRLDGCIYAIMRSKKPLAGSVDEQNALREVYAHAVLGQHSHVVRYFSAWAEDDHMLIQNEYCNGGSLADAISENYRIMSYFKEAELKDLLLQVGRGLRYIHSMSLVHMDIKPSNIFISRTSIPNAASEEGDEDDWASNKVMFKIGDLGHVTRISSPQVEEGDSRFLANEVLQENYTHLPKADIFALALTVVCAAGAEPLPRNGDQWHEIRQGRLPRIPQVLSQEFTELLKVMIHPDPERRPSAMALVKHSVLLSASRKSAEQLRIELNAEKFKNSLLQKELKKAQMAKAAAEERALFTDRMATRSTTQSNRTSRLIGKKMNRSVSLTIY
# FXIa inh 1536: human FXIa protease inhibitors, primary screen, biochemical, 1536-well; purified FXIa, Boc-Glu-Ala-Arg-AMC fluorogenic substrate; inhibition, % at 5 µM; hit rate 0.14% among 220,000; AID 798, 2007;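 active = inhibition of at least 40%; inactive = inhibition below 40%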;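 also: fluorescence of freed AMC excited at 355 nm; 0% = enzyme without compound and 100% = no enzyme blank; many of its hits are not listed in these tables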
# Rad51 HR inh: human RAD51 strand exchange inhibitors, primary screen, biochemical, fluorescence. hRad51 DNA strand exchange, fluorescence dequenching. inhibition, % at 10 µM. hit rate 0.085% among 200,000. DNA repair protein RAD51 homolog 1 (Homo sapiens), Q06609;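 active = inhibition above 40% at the single screening dose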;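 also: 0% = DMSO control wells and 100% = blanks with heterologous ssDNA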
# Target sequence (Q06609 whole entry, looked up): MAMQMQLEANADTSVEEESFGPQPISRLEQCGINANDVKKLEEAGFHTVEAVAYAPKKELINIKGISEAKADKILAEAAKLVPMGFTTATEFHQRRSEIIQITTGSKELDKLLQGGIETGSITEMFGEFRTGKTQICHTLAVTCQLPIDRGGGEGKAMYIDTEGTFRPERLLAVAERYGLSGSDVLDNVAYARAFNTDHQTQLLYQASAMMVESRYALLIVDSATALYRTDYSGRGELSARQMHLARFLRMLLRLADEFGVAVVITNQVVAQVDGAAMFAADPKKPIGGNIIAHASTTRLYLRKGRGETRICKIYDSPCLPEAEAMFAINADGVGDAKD
#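 Material: Human Rad51 nucleoprotein filaments preassembled on unlabelled ssDNA | Also added: Labelled 47-mer dsDNA for strand exchange | Dosing: Single dose, 10 µM final compound | Schedule: 30-min compound preincubation and 15-min exchange, both room temperature | Technique: Fluorescence dequenching at 485/520 nm | Measure: Percent inhibition relative to plate controls and blanks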
# hK5 inh: human KLK5 protease inhibitors, primary screen, biochemical, 1536-well; Kallikrein-5 (Homo sapiens), Q9Y337; recombinant hK5, fluorogenic AMC substrate cleavage; inhibition, % at 5 µM; hit rate 0.59% among 210,000;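 active = inhibition of 40% or more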;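 also: 0% = enzyme controls without compound and 100% = no-enzyme blanks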
# FXIIa inh 1536: human FXIIa protease inhibitors, primary screen, biochemical, 1536-well; Coagulation factor XII (Homo sapiens), P00748; purified FXIIa, Boc-QGR-AMC fluorogenic substrate, 2 h; inhibition, % at 5 µM; hit rate 0.3% among 220,000; in the data active = inhibition above about 40%;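 also: 0% = enzyme with no compound and 100% = blank without enzyme; many of its hits are not listed in these tables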
# * = called active by the depositor; / = not tested or not shown; [ ] = another dose, or the depositor's remark.
SMILES,eIF4E-4G inh,14-3-3 Bad PPI,MDM2 E3 inh,p97 ATPase inh,Wee1 degr inh,FXIa inh 1536,Rad51 HR inh,hK5 inh,FXIIa inh 1536
COc1ccccc1CNc1ncnc2c1cnn2-c1ccccc1,-20,-5,-2,/,/,4,-2,3,12
COc1cc(NC(=O)c2ccc(F)cc2)c(OC)cc1Cl,-3[fluorescence artefact?],-7[fluorescence artefact?],-3,-5,0,8,1,-7,16
O=C1NCCCC1C(=O)Nc1ccccc1C(F)(F)F (configuration not stated),1,-4,-16,3,5,0,-6,-8,10
CCOC(=O)N1CCC(=NNC(=O)COc2cccc(C)c2)CC1,3,3[fluorescence artefact?],-16,0,1,-3,-10,0,7
N#CC1=C(N)Nc2ncnn2C1c1ccc([N+](=O)[O-])cc1 (configuration not stated),-2,-5,/,3,0,-2,8,-3,6
O=S(=O)(NCc1ccccc1)c1ccc(Cl)cc1,-1,9,-23,-3,-3,18,-2,-10,26
COc1cccc(C2C(C#N)=C(N)OC3=C2C(=O)CCC3)c1OC(=O)c1ccco1 (configuration not stated),1,2,-7,8,0,4,-10,-3,11
C=CCOc1cccc(/C=C2\C(=O)N(Cc3ccc(C)cc3)C(C)=C2C(=O)OC)c1,0[fluorescence artefact?],-17[fluorescence artefact?],4,3,2,-3,-4,-20,6
Cc1[nH]c(C(=O)N/N=C/c2ccc(C(=O)O)cc2)c(C)c1C(=O)N/N=C/c1ccc(C(=O)O)cc1,-4,4,-11,-2,-2,1,7,-3,3
COc1ccc(NS(=O)(=O)c2cc(NC(=O)c3cc(=O)c4ccccc4o3)ccc2OC)cc1,-3,-8,3,4,0,-1,4,0,5
O=C1Nc2ccccc2CCC1Sc1nnc(-c2ccc(Cl)cc2)s1 (configuration not stated),-4[fluorescence artefact?],6[fluorescence artefact?],-7,-4,-1,4,-5,1,9
COc1ccc(S(=O)(=O)N2CCCC(C(=O)NCc3ccncc3)C2)cc1Cl (configuration not stated),-2,1,-15,1,0,-3,5,1,-12
CC(=O)N=c1sc2nc3ccccc3nc2n1N(C(C)=O)C(C)=O,22,19[fluorescence artefact?],12,7,3,8,-6,-8,17
O=C(NN=C1CCN(Cc2ccccc2)CC1)C(O)c1ccccc1 (configuration not stated),13,-14,2,2,3,-1,1,-15,4
COc1ccc(S(=O)(=O)N2CCCCC2)cc1NS(=O)(=O)c1ccccc1F,-3,2,-7,5,-2,3,-2,-4,4
CCCCNS(=O)(=O)c1cccc(S(=O)(=O)N2CCCC2)c1,3[fluorescence artefact?],4,2,0,4,3,7,-17,11
O=C(NC1CCCCC1)C(c1ccccc1)N(Cc1ccco1)C(=O)Cn1cnc2ccccc21 (configuration not stated),-4,-5,0,-8,-1,5,0,12,12
Cc1c(C)n(C(=O)CN2CCN(c3ccccn3)CC2)c2ccccc12,12,-10,-10,-4,0,-5,2,-12,8
COc1ccccc1-c1nnn(C/C(N)=N/O)n1,-3[fluorescence artefact?],5,-10,6,0,6,4,-3,8
COc1ccc(CN2CC(C(=O)N3CCOCC3)CC2=O)cc1 (configuration not stated),-4,-10,-14,-3,-2,3,/,-25,14
C#CCOC(=O)CCCNc1ccc([N+](=O)[O-])cc1[N+](=O)[O-],5,4,-15,4,1,4,0,3,-2
CCCCNC(=S)NNC(=O)c1csc(C)c1,-3,3[fluorescence artefact?],/,6,-2,3,-7,-18,15
CC1=[N+](C)c2ccc3ccccc3c2C1(C)C,-2,15[fluorescence artefact?],-18,0,-2,8,/,-6,10
Cc1onc(-c2ccccc2)c1C(=O)Nc1ccc(S(=O)(=O)NC2=NCCCCC2)cc1,3,5,-18,0,0,-2,-6,4,16
CCN(CC)CCCNC(=O)c1ccc2c(Cl)c3c(nc2c1)CCCC3,1,-5,-25,-1,3,-5,-3,-3,7

# Limited to FXIa inh 1536, eIF4E-4G inh and Wee1 degr inh, for 2 of the compounds above:
SMILES,FXIa inh 1536,eIF4E-4G inh,Wee1 degr inh
Cc1[nH]c(C(=O)N/N=C/c2ccc(C(=O)O)cc2)c(C)c1C(=O)N/N=C/c1ccc(C(=O)O)cc1,1,-4,-2
COc1ccc(NS(=O)(=O)c2cc(NC(=O)c3cc(=O)c4ccccc4o3)ccc2OC)cc1,-1,-3,0

# Going on with the list.
SMILES,eIF4E-4G inh,14-3-3 Bad PPI,MDM2 E3 inh,p97 ATPase inh,Wee1 degr inh,FXIa inh 1536,Rad51 HR inh,hK5 inh,FXIIa inh 1536
O=C1NC2(CCCCC2)N=C1c1ccccc1,10,-4,-11,-5,3,1,/,-32,8
CCCC(=O)N1c2ccccc2[C@@H](N(C(C)=O)c2ccccc2)C[C@H]1C,-2,-16[fluorescence artefact?],-12,-5,-1,-9,-5,-12,-14
COC(=O)c1ccc(Oc2nc(Nc3ccc(F)cc3)nc(N3CCCC3)n2)cc1,-1,0,-20,0,2,-10,-6,-1,-3
COc1ccccc1NS(=O)(=O)c1cccc(NC(=O)Nc2cccc(Cl)c2)c1,11,14,7,5,-3,7,-22,-11,7
O=C(NC(Cc1ccccc1)C(=O)O)/C(=C/c1ccco1)NC(=O)c1cccc([N+](=O)[O-])c1 (configuration not stated),3,3,-21,1,-2,-4,/,/,4
c1ccc(COC2CCCN(Cc3nc(-c4cccs4)no3)C2)nc1 (configuration not stated),1,-10,-7,0,7,-1,13,/,3
CC(C)C(c1nnnn1C1CCCC1)N1CCN(c2ccccc2F)CC1 (configuration not stated),5[fluorescence artefact?],-4,-11,-3,4,-1,-6,15,16
CCOC(=O)CSc1nnc(-c2ccc([N+](=O)[O-])cc2)o1,6,6,8,0,-2,6,-4,1,7
CCC(=O)NC(Nc1cc(C)cc(C)n1)(C(F)(F)F)C(F)(F)F,1,10,2,4,1,6,0,-3,11
CC(=O)Oc1ccc(-c2ccc(C(=O)Nc3cccc(S(=O)(=O)N4CCOCC4)c3)cc2)cc1,-1,-12,1,1,0,2,19,11,6
COc1ccccc1N1CCN(C(=O)c2ccc3[nH]c4c(c3c2)CCCC4)CC1,4,-8,-6,-5,-1,-2,4,-6,-1
O=C(Nc1sc(-c2ccccc2)cc1C(=O)O)c1ccccc1,2,-7,-8,11,-2,10,/,8,15
Cc1nn2cc(-c3ccc(N)cc3)nc2s1,-17,2,-14,2,-1,-4,-8,-22,9
COC(=O)C(Cc1ccccc1)NC(=O)c1cccc(S(=O)(=O)N(C)C)c1 (configuration not stated),4,-15,-1,3,2,-3,3,-7,5
CCCNC(=O)OC[C@H]1O[C@H](CCO/N=C/C[C@@H]2C=C[C@H](OC(C)=O)[C@@H](COC(C)=O)O2)C=C[C@@H]1Oc1ccc(OC)cc1,-6,5[fluorescence artefact?],/,-13,0,23,/,7,21
CCCNC(=O)c1ccccc1NS(=O)(=O)c1ccc(OC)c(OC)c1,-3,-1[fluorescence artefact?],9,8,5,11,0,-9,19
CCOC(=O)C1CCCN(C(=O)c2sc3nc(-c4ccc(OC)cc4)cn3c2C)C1 (configuration not stated),1,-2,4,5,-2,1,/,-5,18
CCC1(C)Cc2c(C#N)c(N)n(-c3ccccc3)c(=S)c2CO1 (configuration not stated),-1,-17,/,6,-2,4,/,/,15
O=C(c1cccs1)N1CCN(C(=O)C(c2ccccc2)c2ccccc2)CC1,2[fluorescence artefact?],2,-22,1,1,-2,-6,-3,6
COc1ccc(-c2csc(N3CCN(Cc4ccc5c(c4)OCO5)CC3)n2)cc1,-7,2,-7,2,-1,8,-5,-15,14
Cc1ccc(S(=O)(=O)N2CCC(C(=O)NCCCOC(C)C)CC2)cc1,-4,-6,-14,-4,-1,1,/,-15,12
CC(C)OC(=O)Cn1cnc2ccc(Br)cc2c1=O,-1,5,-13,5,-3,-5,1,1,-9
COC(=O)c1cccc(NC(=O)NC(=O)c2ccccc2Cl)c1,4,3,-18,3,0,10,18,-1,0
Nc1ncnc(Oc2ccccc2F)c1[N+](=O)[O-],4,-5,0,4,-1,-1,-6,2,10
COC(=O)c1c(NC(=O)CSc2nnc3ccccn23)sc2c1CCC2,0,-16,7,5,-3,3,10,-21,11
CC(C)c1ccc(Nc2nc(Cl)nc(NCc3ccco3)n2)cc1,-9,2,/,1,0,0,7,6,15
O=C(CC1SC(=O)NC1=O)Nc1ccc(Cl)cc1 (configuration not stated),2,-3,-3,0,-2,-9,19,-6,2

# By substructure, those above with a Cl atom.
SMILES,eIF4E-4G inh,14-3-3 Bad PPI,MDM2 E3 inh,p97 ATPase inh,Wee1 degr inh,FXIa inh 1536,Rad51 HR inh,hK5 inh,FXIIa inh 1536
COc1cc(NC(=O)c2ccc(F)cc2)c(OC)cc1Cl,-3[fluorescence artefact?],-7[fluorescence artefact?],-3,-5,0,8,1,-7,16
O=S(=O)(NCc1ccccc1)c1ccc(Cl)cc1,-1,9,-23,-3,-3,18,-2,-10,26
O=C1Nc2ccccc2CCC1Sc1nnc(-c2ccc(Cl)cc2)s1 (configuration not stated),-4[fluorescence artefact?],6[fluorescence artefact?],-7,-4,-1,4,-5,1,9
COc1ccc(S(=O)(=O)N2CCCC(C(=O)NCc3ccncc3)C2)cc1Cl (configuration not stated),-2,1,-15,1,0,-3,5,1,-12
CCN(CC)CCCNC(=O)c1ccc2c(Cl)c3c(nc2c1)CCCC3,1,-5,-25,-1,3,-5,-3,-3,7
COc1ccccc1NS(=O)(=O)c1cccc(NC(=O)Nc2cccc(Cl)c2)c1,11,14,7,5,-3,7,-22,-11,7
COC(=O)c1cccc(NC(=O)NC(=O)c2ccccc2Cl)c1,4,3,-18,3,0,10,18,-1,0
CC(C)c1ccc(Nc2nc(Cl)nc(NCc3ccco3)n2)cc1,-9,2,/,1,0,0,7,6,15
O=C(CC1SC(=O)NC1=O)Nc1ccc(Cl)cc1 (configuration not stated),2,-3,-3,0,-2,-9,19,-6,2
